Vif-A3F inh: blocks the Vif interaction with APOBEC3F; HeLa A3F-eYFP + Vif (tagged APOBEC3F with the HIV-1 protein that degrades it), YFP fluorescence increase; 0.2% of 390,000 active; Potency, µM (top dose mostly 46.1 µM), for the others: at the top dose activity, negative = active; note: potency is the fitted concentration of half-maximal effect; % of control where 0% means no effect; nearly all actives have a fitted effect of over 65% in size
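HeLa cells stably expressing A3F-eYFP plus Vif, plated and incubated overnight at 37 deg C, then exposed to compounds overnight at 37 deg C. Blocked degradation read as raised yellow fluorescence (Ex 488/Em 500-530).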
RXFP1 ag: activates the human relaxin receptor RXFP1; Q9HBX9; HEK293T-RXFP1 cAMP TR-FRET, 30 min; response scale: percent of porcine relaxin response, buffer zero; Potency, µM (titrated, usually from 57.5 µM), without a hit: at the highest dose activation, actives largely listed as activators; 0.3% of 370,000 active; AID 2676; note: potency is the fitted concentration of half-maximal effect; % is set by controls: 0 for no effect and ±100 for the full control effect; nearly all actives have a fitted effect of over 60% in size; many of its hits are not listed in these tables
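HEK293T cells stably expressing RXFP1 were pretreated with the PDE4 inhibitor Ro 20174, exposed to compounds for 30 min at 37C, lysed, and cAMP was read by TR-FRET. Data normalized to buffer (basal) and 29 nM porcine relaxin (100%).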
D2 PAM: D2 dopamine receptor (human) potentiation; potentiation, % at 10 µM; HEK293 T-REx D2, calcium flux, EC20 dopamine potentiation; P14416; 0.34% of 340,000 active; AID 485347;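 active = potentiation over 3 SD above the plate norm, cut at about 30% in these data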; note: 0% is about no effect
Target sequence (P14416 whole entry, looked up): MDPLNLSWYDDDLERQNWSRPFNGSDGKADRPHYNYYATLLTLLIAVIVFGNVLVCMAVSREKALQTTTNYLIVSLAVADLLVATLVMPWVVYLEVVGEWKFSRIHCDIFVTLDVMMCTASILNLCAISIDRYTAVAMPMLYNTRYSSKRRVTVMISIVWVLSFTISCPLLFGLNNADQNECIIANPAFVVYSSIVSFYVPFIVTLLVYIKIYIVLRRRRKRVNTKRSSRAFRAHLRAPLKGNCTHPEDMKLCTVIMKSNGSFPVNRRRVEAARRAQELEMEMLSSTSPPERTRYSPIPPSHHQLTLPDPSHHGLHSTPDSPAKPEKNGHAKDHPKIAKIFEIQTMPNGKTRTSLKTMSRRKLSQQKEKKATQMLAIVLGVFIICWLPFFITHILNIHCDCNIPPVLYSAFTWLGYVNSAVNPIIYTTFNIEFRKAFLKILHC
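Tetracycline-induced HEK293 T-REx cells force-coupled to calcium signalling expressed D2; compounds were pin-added after a 10 s baseline, read kinetically 180 s, then an EC20 dopamine challenge followed with a further 180 s calcium read.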
GRP78 ERSR act: induces the endoplasmic reticulum stress response in human glioma cells; U87-MG GRP78 promoter luciferase reporter, 16 h; Potency, µM, for the others: top-dose activation, hits mostly activators; 0.02% of 420,000 active; note: potency is the fitted concentration of half-maximal effect; series mostly up to about 76 µM; % of control where 0% means no effect; nearly all actives have a fitted effect of over 35% in size
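ERSR induction read as luciferase luminescence (Bright-Glo, 10 min at room temperature) in stably transfected human U87-MG glioma cells exposed to compounds for 16 h, using GRP78 as sensor.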
D1 antagonist: human D1 dopamine receptor antagonism; P21728; HEK293 TREx D1 cells, calcium flux, dopamine EC80; active compounds read low; activity change, negative = inhibition, % at 10 µM; 3.2% of 360,000 active; AID 504652; in the data active = activity change below about -30%; note: % is set by controls: 0 for no effect and ±100 for the full control effect
Target sequence (P21728 whole entry, looked up): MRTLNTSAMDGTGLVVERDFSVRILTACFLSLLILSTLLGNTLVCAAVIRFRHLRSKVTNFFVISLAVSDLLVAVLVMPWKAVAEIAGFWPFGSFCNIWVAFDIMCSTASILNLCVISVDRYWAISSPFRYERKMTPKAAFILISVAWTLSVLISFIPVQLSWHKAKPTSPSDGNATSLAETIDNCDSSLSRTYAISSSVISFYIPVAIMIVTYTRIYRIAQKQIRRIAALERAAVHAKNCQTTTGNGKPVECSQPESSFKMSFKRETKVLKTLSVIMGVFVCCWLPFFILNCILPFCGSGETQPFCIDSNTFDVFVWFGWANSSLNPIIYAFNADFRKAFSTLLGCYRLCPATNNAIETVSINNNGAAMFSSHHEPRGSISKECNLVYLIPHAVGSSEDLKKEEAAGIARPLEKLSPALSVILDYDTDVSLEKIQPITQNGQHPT
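Tetracycline-induced HEK293 T-REx cells with force-coupled D1 receptor were loaded with a no-wash calcium dye. Compound was added after a 10 s baseline and read kinetically for 180 s; EC80 dopamine was then added and calcium flux followed another 180 s.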
RXFP1 antagonist: antagonists of human relaxin receptor RXFP1. HEK293-RXFP1, relaxin-stimulated cAMP HTRF, 30 min; active compounds read low. activity change, negative = inhibition, % at 57.5 µM. 0.59% of 350,000 active. AID 1259400;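 active = activity change of -60% or lower, but not beyond a set lower limit; inconclusive = change between -60% and -40%, or beyond the set limit; inactive = change above -40%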; note: % is set by controls: 0 for no effect and ±100 for the full control effect
D1 PAM: potentiators of human D1 dopamine receptor. P21728. potentiation, % at 10 µM. AID 504651. 0.036% of 360,000 active. HEK293 TREx D1 cells, calcium flux, dopamine EC20 potentiation; in the data active = potentiation above about 30%; note: 0% is about no effect
D1 agonist: human D1 receptor agonism | P21728 | HEK293 T-REx D1 cells, calcium flux, agonist mode | activation, % at 2 µM | 1% of 360,000 active | AID 504660; in the data active = activation above about 30%; note: 0% is about no effect
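Tetracycline-induced HEK293 TREx D1 cells, force-coupled to calcium signalling, were dye-loaded with a no-wash calcium kit. Compound was pin-added after a 10 s baseline. Fluorescence was read kinetically at 1 cycle/s for 180 s, with calcium rises flagged as agonism.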
Vif-APOBEC3G blk: blocks the Vif interaction with human APOBEC3G; Potency, µM (titrated, usually from 46.1 µM), for inactives: at the highest dose activity, negative = active, most hits filed as inhibitors; 0.076% of 410,000 active; HeLa A3G-eYFP + Vif (tagged APOBEC3G with the HIV-1 protein that degrades it), YFP fluorescence, overnight; Q9HC16; AID 602310;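 note: potency is the fitted concentration of half-maximal effect; % is set by controls: 0 for no effect and ±100 for the full control effect; nearly all actives have a fitted effect of over 60% in size; hits raise eYFP signal because A3G escapes Vif-driven loss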
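Read-out is eYFP fluorescence (Ex 488/Em 500-530) from Vif-expressing HeLa A3G-eYFP cells; more signal means A3G escaped Vif-mediated degradation. Cells plated overnight, compound pinned in, incubated overnight at 37 deg C.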
Starred values were filed as active, the others as inactive. Unless noted, calls come from the whole dose curve; as a rule, active = well fitted curve in the direction sought with a large enough effect; inconclusive = small, poorly fitted or top-dose-only effect, or another doubt; inactive = no such curve, though single readings can be large; an effect the other way counts as inactive or inconclusive. Only part of the results is shown, so the mix of outcomes need not match the whole.

`COc1ccccc1CCNC(=O)CN1C(=O)NC2(CCCC2)C1=O` gave Vif-A3F inh 5.1%, RXFP1 ag -0.7%, D2 PAM -3.9, GRP78 ERSR act -5.2%, D1 antagonist 1.1, RXFP1 antagonist -4.5, D1 PAM -13.0, D1 agonist 0.6 and Vif-APOBEC3G blk 0.4%.
Screening CCC[C@@H]1C[C@@]1(CCC)[C@@H](NP(=O)(c1ccccc1)c1ccccc1)c1ccc(C(=O)OC)cc1 returned Vif-A3F inh 7.6%, RXFP1 ag 1.4%, D2 PAM -2.5, GRP78 ERSR act 18.3%, D1 antagonist 0.4, D1 PAM -5.3, D1 agonist 3.4 and Vif-APOBEC3G blk -16.1%.
For COc1cccc(N2CCN(S(=O)(=O)c3cc4c(cc3Cl)NC(=O)CO4)CC2)c1 the results were Vif-A3F inh -2.7%, RXFP1 ag 8.6%, D2 PAM 2.7, GRP78 ERSR act -1.8%, D1 antagonist -18.7, RXFP1 antagonist -4.3, D1 PAM -4.5, D1 agonist 2.7 and Vif-APOBEC3G blk 3.0%.
O=C(/C=C/c1cc2ccccc2o1)c1ccccc1O was read as Vif-A3F inh 5.9%, RXFP1 ag -0.2%, D2 PAM 3.8, GRP78 ERSR act 4.7%, D1 antagonist 4.7, RXFP1 antagonist -17.7, D1 PAM 6.5, D1 agonist 2.5 and Vif-APOBEC3G blk -11.2%.
COc1ccccc1CNC(=O)/C=C/c1ccc(S(=O)(=O)N2CCOCC2)cc1 was read as Vif-A3F inh 7.8%, RXFP1 ag 0.2%, D2 PAM -3.2, GRP78 ERSR act -5.0%, D1 antagonist -1.2, RXFP1 antagonist 0.1, D1 PAM -4.9, D1 agonist 1.2 and Vif-APOBEC3G blk 2.0%.
Cc1nc2ccccc2c(=O)n1NC(=O)c1c(F)cccc1F was read as Vif-A3F inh -4.6%, RXFP1 ag 4.3%, GRP78 ERSR act 4.1%, D1 antagonist -12.7, RXFP1 antagonist -2.5, D1 PAM -6.8, D1 agonist 2.2 and Vif-APOBEC3G blk 0.9%.
CCCN1CC(O)=C(C#N)C1=O was read as Vif-A3F inh -12.1%, RXFP1 ag 1.5%, D2 PAM 10.9, GRP78 ERSR act -1.4%, D1 antagonist 5.1, RXFP1 antagonist -8.4, D1 PAM 0.2, D1 agonist 4.4 and Vif-APOBEC3G blk 2.9%.
For N#CC12CCCCC1CC1CCCCC1(C#N)N2Cc1cccnc1 (centres undefined) the results were Vif-A3F inh -0.4%, RXFP1 ag -0.8%, D2 PAM -7.5, GRP78 ERSR act -1.7%, D1 antagonist 0.3, RXFP1 antagonist -6.8, D1 PAM 0.9, D1 agonist -0.4 and Vif-APOBEC3G blk -0.5%.
COc1ccccc1NC(=O)COC(=O)c1cc([N+](=O)[O-])ccc1N1CCCC1 was read as Vif-A3F inh 5.9%, RXFP1 ag 0.2%, D2 PAM 8.8, GRP78 ERSR act 3.5%, D1 antagonist -10.8, RXFP1 antagonist 6.7, D1 PAM -3.0, D1 agonist 3.1 and Vif-APOBEC3G blk 3.7%.
Screening CCOC(=O)C1=C(CC)OC(N)=C(C#N)C1c1ccc(NC(C)=O)cc1 (centres undefined) returned Vif-A3F inh -0.9%, RXFP1 ag 0.0%, D2 PAM -2.4, GRP78 ERSR act -2.0%, D1 antagonist 9.8, RXFP1 antagonist 5.6, D1 PAM 1.2, D1 agonist 1.9 and Vif-APOBEC3G blk 2.2%.
For Cc1cccc(CNC(=O)c2ccc(N3Cc4ccccc4Oc4ncccc43)s2)c1 the results were Vif-A3F inh 7.1%, RXFP1 ag inconclusive, D2 PAM 2.3, GRP78 ERSR act -1.9%, D1 antagonist 1.6, RXFP1 antagonist 0.6, D1 PAM -2.1, D1 agonist 3.2 and Vif-APOBEC3G blk -2.7%.
For CC(C)C[C@H](NC(=O)c1cc2cc(Cl)ccc2n1C)C(=O)N1CCC[C@H]1C(=O)O the results were Vif-A3F inh -0.2%, RXFP1 ag 4.8%, D2 PAM -1.4, GRP78 ERSR act 0.8%, D1 antagonist 1.6, D1 PAM 2.0, D1 agonist 1.0 and Vif-APOBEC3G blk 0.7%.
`COC(=O)C(=Cc1ccccc1[N+](=O)[O-])C(=O)OC` gave Vif-A3F inh -2.8%, RXFP1 ag 5.0%, D2 PAM 17.8, GRP78 ERSR act -15.1%, D1 antagonist 31.4, RXFP1 antagonist 16.4, D1 PAM -3.7, D1 agonist 2.9 and Vif-APOBEC3G blk inconclusive.
Screening CC(=O)Nc1cc(OC(=O)c2ccco2)cc(OC(=O)c2ccco2)c1 returned Vif-A3F inh -11.4%, RXFP1 ag 0.1%, GRP78 ERSR act -3.7%, D1 antagonist 6.9, RXFP1 antagonist -7.7, D1 PAM 5.2, D1 agonist 3.3 and Vif-APOBEC3G blk 0.4%.
For CCOc1ccc(CN(C(=O)/C=C/c2ccco2)C2CCS(=O)(=O)C2)cc1 (centres undefined) the results were Vif-A3F inh -11.2%, RXFP1 ag 0.4%, D2 PAM -9.5, GRP78 ERSR act 1.1%, D1 antagonist 4.3, RXFP1 antagonist 9.0, D1 PAM -1.5, D1 agonist -0.1 and Vif-APOBEC3G blk 0.6%.
Screening O=C(CCC(=O)c1cccs1)OCC(=O)N1CCN(C(=O)c2ccco2)CC1 returned Vif-A3F inh -8.6%, RXFP1 ag 0.0%, D2 PAM 2.7, GRP78 ERSR act -3.0%, D1 antagonist 14.1, RXFP1 antagonist -8.0, D1 PAM 1.6, D1 agonist 1.2 and Vif-APOBEC3G blk 0.4%.
CCCC(=O)Nc1cc(C)c2c(=O)oc3ccccc3c2n1 was read as Vif-A3F inh 1.6%, RXFP1 ag 6.0%, D2 PAM 14.9, GRP78 ERSR act -2.0%, D1 antagonist -16.6, D1 PAM -5.9, D1 agonist 0.8 and Vif-APOBEC3G blk -3.8%.
For Cc1cccc(Nc2nc(C)nc(N)c2S(=O)(=O)c2ccccc2)c1 the results were Vif-A3F inh 7.3%, RXFP1 ag 12.6%, GRP78 ERSR act -5.1%, D1 antagonist 10.7, D1 PAM -2.9, D1 agonist -0.4 and Vif-APOBEC3G blk -1.0%.
For COc1cc(/C=N/NC(=O)c2cnn3c(C)cc(-c4ccccc4)nc23)ccc1O the results were Vif-A3F inh -0.2%, RXFP1 ag 4.2%, D2 PAM -0.8, GRP78 ERSR act -16.2%, D1 antagonist 26.8, RXFP1 antagonist -5.8, D1 PAM 3.4, D1 agonist 1.2 and Vif-APOBEC3G blk -8.5%.
`CC(=O)c1c(N2CCOCC2)nc2ccc(Br)cc2c1-c1ccccc1` gave Vif-A3F inh 5.4%, RXFP1 ag 3.1%, D2 PAM -4.6, GRP78 ERSR act 1.9%, D1 antagonist 34.5, RXFP1 antagonist -10.1, D1 PAM 3.1, D1 agonist 1.4 and Vif-APOBEC3G blk 0.7%.
CCOC(=O)N1CCc2c(sc3c2c(=O)n(CCc2ccccc2)c(=O)n3Cc2cc(C)ccc2C)C1 was read as Vif-A3F inh 7.1%, RXFP1 ag -0.1%, D2 PAM 9.3, GRP78 ERSR act -2.8%, D1 antagonist -50.9*, RXFP1 antagonist 8.7, D1 PAM -3.5, D1 agonist 1.5 and Vif-APOBEC3G blk -2.6%.
`Cn1c(=O)c2cc(S(=O)(=O)NC(C(=O)NCc3ccccn3)c3ccccc3)ccc2n(C)c1=O` (centres undefined) gave Vif-A3F inh 2.1%, RXFP1 ag 10.2%, D2 PAM -2.6, GRP78 ERSR act -1.4%, D1 antagonist 5.7, D1 PAM -3.0, D1 agonist 0.0 and Vif-APOBEC3G blk 3.1%.
COc1ccc(CNC(=O)Cn2c(=O)n3nc(-c4cccc(F)c4)nc3c3ccccc32)cc1OC was read as Vif-A3F inh 2.2%, RXFP1 ag 0.9%, D2 PAM -5.4, GRP78 ERSR act -1.8%, RXFP1 antagonist -3.4, D1 PAM -2.5, D1 agonist -3.0 and Vif-APOBEC3G blk -0.6%.
For Cc1cc(=O)oc2c3c(cc(OCC(=O)N[C@@H](C)C(=O)O)c12)OC(C)(C)CC3 the results were Vif-A3F inh 20.2%, RXFP1 ag 13.8%, D2 PAM 16.4, GRP78 ERSR act -2.6%, D1 antagonist -1.1, RXFP1 antagonist 5.4, D1 PAM -1.9, D1 agonist 7.4 and Vif-APOBEC3G blk -0.5%.
Screening O=C(NCc1n[nH]c(=S)n1-c1ccc(F)cc1)c1ccc(S(=O)(=O)N2CCCCC2)cc1 returned Vif-A3F inh 5.5%, RXFP1 ag 3.4%, D2 PAM 9.7, GRP78 ERSR act 0.7%, D1 antagonist 9.1, RXFP1 antagonist -25.0, D1 PAM 1.4, D1 agonist 1.6 and Vif-APOBEC3G blk 4.5%.
`Cc1cc(N2CCC(C)CC2)nc2ccc(NC(=O)Cc3ccccc3Br)cc12` gave Vif-A3F inh inconclusive, RXFP1 ag 2.2%, D2 PAM 15.3, GRP78 ERSR act -3.3%, D1 antagonist -1.5, D1 PAM 0.3, D1 agonist 0.1 and Vif-APOBEC3G blk -1.6%.
For O=C(N/N=C/c1ccc(OCCCF)cc1)c1ccc(C(F)(F)F)cc1 the results were Vif-A3F inh -6.6%, RXFP1 ag -1.1%, D2 PAM -9.7, GRP78 ERSR act -3.1%, D1 antagonist -1.5, RXFP1 antagonist -13.5, D1 PAM 4.0, D1 agonist 1.2 and Vif-APOBEC3G blk -8.2%.
CC1CCN(C2=C(NS(=O)(=O)c3ccc(Cl)cc3)C(=O)c3ccccc3C2=O)CC1 was read as Vif-A3F inh -8.2%, RXFP1 ag -0.9%, D2 PAM -5.9, GRP78 ERSR act -1.9%, D1 antagonist -13.2, RXFP1 antagonist 2.5, D1 PAM 0.5, D1 agonist 1.3 and Vif-APOBEC3G blk -9.4%.
